# miR122 inh: miR-122 Renilla sensor signal increase in Huh7, primary screen, miR-122 inhibitor project, cell-based, single point, plate reader. actives 0.3% (n = 340,000). AID 602342, 2012. Huh7 miR-122 Renilla luciferase sensor, 48 h; neutral wells = 0, positive control = 100. activation (reporter increase), % at 12.5 µM;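 active means mean replicate activation score at least 90 and every replicate individually at or above 90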;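 further: higher luciferase means less miR-122 activity so hits act as miR-122 inhibitors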
# GSIS activator: GLuc luminescence reporter in INS-1E cells, primary screen for activators of glucose-dependent secretion of insulin; INS-1E GLuc reporter insulin secretion, 2-3 h; activation, % at 16.6 µM; actives 0.61% (n = 370,000);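 active means lowest replicate activation of at least 40%, so every replicate reaches that level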;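 further: 0% = median of neutral control wells and 100% = median of IBMX positive control wells; some compounds called inactive have numbers as strong as hits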
# F508del corr: F508del CFTR correction, initial screen, CFBE line, single point; activity (quench increase), % at 7.58 µM; actives 0.36% (n = 350,000); CFBE cells, YFP halide quenching; stimulated with forskolin plus potentiator P3; % fluorescence drop versus neutral controls; AID 720511, 2013;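 active means mean added fluorescence quench of at least 8% versus neutral control, with both replicates also reaching 8%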;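 further: cells transiently co-express mutant CFTR-F508del with the halide-sensitive YFP; corrector assay measuring rescue of mutant channel to the surface after 24 h compound exposure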
# PglD inh: C. jejuni PglD acetyltransferase inhibitors, primary screen, biochemical, DTNB colorimetric, single point; UDP-N-acetylbacillosamine N-acetyltransferase PglD (Campylobacter jejuni); purified PglD enzyme, DTNB colorimetric CoA detection; inhibition, % at 12.5 µM; actives 0.098% (n = 360,000); in the data active means inhibition above about 16%, passing the limit was not always enough; further: strong numbers were not always called active
# FN deposition inh: inhibitors of fibronectin matrix deposition, primary screen, AH1F cells, Alexa488-fibronectin fluorescence, plate reader; AH1F fibroblasts, overnight; inhibition, % at 12.6 µM; actives 0.086% (n = 350,000); AID 743247, 2014;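 active means mean inhibition across replicates of 30% or more, regardless of how many single replicates reach that level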;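 further: positive control wells lacked labelled fibronectin entirely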
#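 Material: AH1F fibroblasts assembling fluorescent fibronectin matrix; amount: 10000 AH1F cells/well; medium: DMEM, 2% serum; reagent: Alexa488-fibronectin, 24 nM final in well; dosing: single compound dose, delivered by pin transfer; incubation: 1 h adhesion, overnight exposure; detection: fluorescence after three HBSS washes, excitation 485 nm, emission 525 nm; measure: fibronectin deposition inhibition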
# PGC1a acetyl inh: inhibitors of PGC1a acetylation signal, primary screen, cell-based, U2OS, AlphaScreen, inhibitor mode | actives 0.17% (n = 350,000) | AlphaScreen anti-acetyl-lysine; with virally co-expressed GCN5 acetyltransferase | inhibition, % at 15.6 µM | AID 651687, 2012;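 active means every replicate shows inhibition of at least 40%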;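 further: 0% = neutral control wells and 100% = positive control wells; some results beyond the cut were filed as inactive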
# C2C12 statin: suppressors of statin myotoxicity in C2C12 myotubes, primary screen, cell-based, single point, plate reader; C2C12 myotubes + simvastatin, ATP luminescence, 48 h; scaled: DMSO 0, geranylgeraniol control 100; rescue of ATP level, % at 7.49 µM; actives 0.78% (n = 330,000);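 active means mean ATP rescue above about 67%, or every replicate alone reaching that limit, limit read from the data, passing the limit was not always enough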;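 further: myotubes were challenged with 10 µM simvastatin during compound exposure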
# Cneo AK release: Cryptococcus neoformans cell lysis inducers, primary screen, AK release luminescence, single concentration; C. neoformans lysis, adenylate kinase release luminescence, 4 h; normalised: neutral wells 0, clomiphene wells 100; lysis activity, % at 15 µM; actives 0.2% (n = 360,000); AID 651654, 2012;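 active means mean lysis activity across replicates of at least 80%, whatever share of replicates individually reach that level; inactive means mean lysis activity below 80%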
#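 Assay system: C. neoformans cells. Amount: yeast cell density of 5 × 10^6 cells/mL. Technique: AK luminescence. Buffer or medium: YPD. Times: static 4 h at 37 °C with compound, 1 h detection. Dosing: single-point compound dose. Read-out: lysis from increased AK signal.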
# * marks the source's active call; other numbers are inactive results; · = no result given; [ ] = dose if it differs, or a comment.
# Each structure is followed by: miR122 inh	GSIS activator	F508del corr	PglD inh	FN deposition inh	PGC1a acetyl inh	C2C12 statin	Cneo AK release
> O=C(Nc1ccc(S(=O)(=O)NC2=NCCCCC2)cc1)c1cccc(OC(F)F)c1
    -3	·	2.4	-2	·	-5	-1	0
> C[C@@H]1CN([C@@H](C)CO)C(=O)c2ccccc2-c2ccccc2CO[C@H]1CN(C)C(=O)Nc1cccc(F)c1
    ·	-6	-0.6	0	-2	-4	·	0
> O=C1COc2ccc(C(=O)CSc3nnc(NCc4ccccc4)s3)cc2N1
    ·	-1	-2.2	·	2	-15	·	·
> CC(C)CCC(CCNCc1ccccn1)c1ccc2c(c1)OCO2 (stereo unspecified)
    10	-35	-1.9	2	-2	2	-14	14
> Cc1csc(NC(=O)CSc2nc(C(C)C)nc3c2c(=O)n(C)c(=O)n3C)n1
    1	7	0.5	-3	-4	2	-32	1
> Nc1cc(C(=O)O)ccc1Nc1ccc(F)c(F)c1
    5	·	·	1	·	-4	·	0
> Cc1ccc(C)c(NC(=O)CN(C)C(=O)c2ccc(Cl)nc2)c1
    ·	-14	-0.5	1	0	·	7	0
> COc1ccc(/C=N/n2c(-c3n[nH]c4c3CCC4)n[nH]c2=S)cc1OC
    2	45*	·	·	16	·	-2	·
> CO[C@@H]1CN(C)C(=O)c2ccc(NC(=O)c3ccccc3)cc2OC[C@H](C)N(C)C[C@H]1C
    1[16.7 µM]	11	·	0	-7	·	0	-4
> O=C(c1cc(COc2cccc(C(F)(F)F)c2)on1)N1CCC(Oc2cccnc2)CC1
    9	-43	2.0	3	-19	4	20	-5
> C[C@@H]1CN([C@H](C)CO)S(=O)(=O)c2ccc(C#Cc3cccnc3)cc2O[C@H]1CN(C)C(=O)CN(C)C
    -4[16.7 µM]	5	-1.8	12	-3	6	-1	2
> CCCn1c(NC(=O)C2CCN(S(=O)(=O)c3cccs3)CC2)nc2ccccc21
    -3	·	·	3	·	-17	4	0
> COc1ccc(N(C(=O)CNC(=O)c2cccs2)C(C(=O)NCC2CCCO2)c2ccc(OC)c(OC)c2)cc1 (stereo unspecified)
    -4	6	-0.9	0	-19	4	1	0
> COC(=O)c1c(C)[nH]c(C(=O)OCc2ccc(F)cc2)c1C
    3	·	·	-1	·	3	-4	2
> O=C(Cn1cc2c(n1)CCCC2)NCc1cccc(Cl)c1
    4	-3	1.3	-1	-6	·	2	3
> COc1ccc(C)cc1NC(=O)CCC(=O)Nc1nnc(C2CCCCC2)s1
    5	1	2.4	0	-3	-25	9	6
> COc1ccc(C(=O)OCC(=O)Nc2ccc(Cl)cn2)cc1
    -5	4	-1.4	-7	0	-2	15	-2
> Cc1ccc(CNC(=O)CS(=O)(=O)c2ccccc2)cc1
    0	6	2.7	-4	6	-6	5	-1
> CN1C(=O)c2cc(NS(=O)(=O)c3ccc(Cl)cc3)ccc2OC[C@@H]2O[C@@H](CC(=O)O)CC[C@H]21
    -26[16.7 µM]	19	-1.6	3	1	7	-9	3
> O=C(NCCO)c1cc(-c2cc(C(=O)NCCO)c3ccccc3n2)nc2ccccc12
    ·	7	-2.1	3	-1	·	0	1
> O=C(CN1C(=O)C2CC=CCC2C1=O)Nc1nnc(SCc2ccc(Cl)cc2)s1 (stereo unspecified)
    -4	·	·	1	-5	6	17	0
> COc1cccc(NC(=O)CN(C)C(=O)CNC(=O)c2sc3ccccc3c2Cl)c1
    1	-18	1.1	0	-2	-5	15	0
> COCCn1nnnc1CN(CCc1ccccc1)Cc1cc2ccc(C)cc2[nH]c1=O
    18	·	·	-1	·	-5	·	2
> Cc1ccc(S(=O)(=O)Nc2cccc3c2O[C@@H](CN(C)C(=O)Nc2c(C)noc2C)[C@@H](C)CN([C@@H](C)CO)C3=O)cc1
    3[16.7 µM]	12	-3.5	4	·	4	3	1
> CC(C)C#Cc1ccc([C@H]2[C@H]3CN(CC4CC4)CCCCN3[C@H]2CO)cc1
    -26[16.7 µM]	-20	1.7	1	·	-8	·	0
> C#CCOCCOCCOCCNc1nc(N2CCOCC2)nc(N2CCN(C(=O)[C@H]([C@@H](C)CC)n3cc(CCCN=C(N)N)nn3)CC2)n1
    -3	2	-1.5	3	-6	-1	-12	-1
> CN(C)CC(=O)N1[C@H](C#N)[C@@H](c2ccc(-c3ccccc3F)cc2)[C@@H]1CO
    ·	-9	-1.2	2	10	-6	-6	-1
> N#Cc1cccc(-c2ccc([C@@H]3[C@@H](CO)N4CCCCN(C(=O)Nc5cccc(F)c5)C[C@H]34)cc2)c1
    -12[16.7 µM]	-19	0.2	3	·	-7	-68	3
> Cc1oc2c(c(C)cc3oc(=O)c(CC(=O)NCC(=O)NCC(=O)NCC(C)O)c(C)c32)c1C (stereo unspecified)
    -4	9	-0.5	0	-2	-9	-1	0
> Cc1nnc(NC(=O)c2ccccc2C(=O)O)s1
    -2	·	·	5	3	5	1	-1

# Each structure is followed by: miR122 inh	GSIS activator	F508del corr	PglD inh	FN deposition inh	PGC1a acetyl inh	C2C12 statin	Cneo AK release
> CCOC(=O)CSc1n[nH]c(NS(=O)(=O)c2ccccc2C(F)(F)F)n1
    -1	-4	1.2	2	-6	-8	4	3
> N#Cc1nc(Cc2cccc3ccccc23)oc1NCc1ccc2c(c1)OCO2
    3	·	·	0	·	-6	2	0
> O=C(NCCc1ccc(F)cc1)c1ccc2nccnc2c1
    -1	11	-1.3	0	2	4	4	-2
> CCOc1ccccc1NS(=O)(=O)c1c(C)[nH]c(C)c1C(=O)N1CCCCC1
    18	4	-2.1	-2	-2	10	4	5
> COCCOC(=O)C1=C(C)NC2=C(C(=O)CC(C)(C)C2)C1c1ccc(N(C)C)cc1 (stereo unspecified)
    ·	-12	3.3	4	·	6	-18	0
> COCC(=O)N(C)C[C@H]1Oc2cc(C#CC3CC3)ccc2S(=O)(=O)N([C@@H](C)CO)C[C@@H]1C
    1[16.7 µM]	12	2.8	-2	2	3	14	0
> CC1Cn2c(COc3ccccc3)nnc2S1 (stereo unspecified)
    ·	-3	-0.7	-2	-21	·	1	-1
> COc1cccc(NC(=O)N2[C@H](CO)[C@@H](c3ccccc3)[C@H]2CNC(C)C)c1
    12[16.7 µM]	-5	6.0	-1	-2	-6	-15	4
> CC(C)(C)C1CCC(=NNC(=O)C(=O)NCc2cccnc2)CC1 (stereo unspecified)
    -2	-4	-1.2	7	2	-2	-6	2
> CCn1cc(S(=O)(=O)NCCc2ccccc2OC)cn1
    11	12	-2.4	7	2	·	2	-2
> COCC(=O)N(C)C[C@@H]1Oc2cc(-c3ccc(F)cc3)ccc2S(=O)(=O)N([C@@H](C)CO)C[C@@H]1C
    -3[16.7 µM]	20	-0.5	9	-12	10	29	-1
> O=C(c1ccccc1F)N1CCN(c2ccccn2)CC1
    ·	10	-0.3	-3	-8	·	-2	0
> Cc1ccc2cccc(NC(=S)NC(=O)c3c(Br)cnn3C)c2n1
    10	-8	·	-3	·	6	·	-1
> O=C1CCC/C(=N/NC(=O)c2sc3ccccc3c2Cl)C1
    -14	-5	0.6	·	-11	8	2	·
> COc1ccccc1NC(=O)N1C[C@H](O)COC[C@@H]2O[C@H](CC(=O)NCCc3ccccc3)CC[C@H]21
    2[16.7 µM]	0	-2.5	-1	-9	12	-12	-4
> CC(C)NC(=O)N[C@@H]1CC[C@@H](CCNS(=O)(=O)c2ccc(Cl)cc2)O[C@@H]1CO
    ·	8	-4.6	-4	·	15	1	8
> C[C@@H]1CCCCO[C@H](CN(C)Cc2ccccc2)[C@H](C)CN([C@H](C)CO)C(=O)c2cc(NC(=O)c3ccncc3)ccc2O1
    -1[16.7 µM]	2	4.4	-7	4	-2	·	3
> CO[C@@H]1CN(C)C(=O)c2cc(NC(=O)C3CC3)ccc2OC[C@@H](C)N(Cc2cccc(F)c2)C[C@@H]1C
    ·	-22	-0.2	-1	-4	-3	31	-2
> C/C=C/c1ccc2c(c1)O[C@H](CN(C)C(=O)c1ccc(F)cc1)[C@@H](C)CN([C@@H](C)CO)S2(=O)=O
    41[16.7 µM]	-3	·	0	2	-15	-7	-19
> Cc1ccc(NC(=O)Nc2ccc3c(c2)N(C)C(=O)CS3)nc1
    -7	8	-2.2	-1	·	-14	29	-5
> O=C(OCc1nc2ccccc2s1)c1ccco1
    -3	10	2.5	-4	-11	4	5	-7
> O=C1[C@H]2[C@@H](C3CC3)N3C(=O)CN(CC4CC4)C(=O)[C@@]3(Cc3ccccc3)[C@H]2C(=O)N1c1ccccc1
    -4	·	2.1	6	4	·	5	-1
> O=C(CN1CCOCC1)N1CCCCN2[C@H](CO)[C@H](c3ccc(C#Cc4ccccc4)cc3)[C@@H]2C1
    58[16.7 µM]	8	-3.9	-1	·	-7	·	50
> CN(C)S(=O)(=O)c1ccc(NC(=O)CCCNC(=O)c2ccc(Cl)cc2)cc1
    1	-4	0.0	2	1	·	-17	2
> CCc1nnc(NC(=O)CCC(=O)NCc2ccccc2Cl)s1
    0	10	0.6	-6	3	4	1	0
> COCC#Cc1cnc2c(c1)C(=O)N([C@@H](C)CO)C[C@@H](C)[C@@H](CN(C)C(=O)Nc1cccc(F)c1)O2
    4[16.7 µM]	25	0.5	0	-48	-2	6	-5
> CCCCCCn1c(=O)n2n(c1=O)C[C@]1(OC(=O)NCc3ccccc3F)CN(S(=O)(=O)c3ccc(C)cc3)C[C@]1(O)C2
    -10	-18	1.0	0	-2	-15	3	2
> O=C(CSc1nncn1-c1cccnc1)Nc1cccc(C(F)(F)F)c1
    ·	4	0.5	-7	1	·	5	4
> O=C(/C=C/c1ccccc1[N+](=O)[O-])NNC(=O)c1ccncc1
    ·	1	-3.1	4	-1	·	-3	1
> COc1ccc(CN(C(=O)c2cccs2)c2ccccc2)cc1
    -6	0	0.7	0	-8	4	-10	0

# Each structure is followed by: miR122 inh	GSIS activator	F508del corr	PglD inh	FN deposition inh	PGC1a acetyl inh	C2C12 statin	Cneo AK release
> COc1ccc(CNC(=O)CN2C(=O)CCSc3ccc(S(=O)(=O)N4CCCC4)cc32)cc1
    -1	-7	-3.1	-5	-5	3	-1	-6
> COc1cc(C2C(C(C)=O)=C(O)C(=O)N2CCN2CCOCC2)ccc1O (stereo unspecified)
    -9	·	·	-6	·	1	1	1
> CCc1ccc(NC(=O)CSc2nnc(-c3cnccn3)n2C)cc1
    ·	-3	-1.2	-1	0	2	1	1
> Cc1ccc(/C=N/NC(=O)Cc2ccc(Cl)cc2)c(O)c1
    0	-13	5.1	-1	17	3	16	-1
> CC(C)NC(=O)N(C)C[C@H]1Oc2cc(C3=CCCC3)ccc2S(=O)(=O)N([C@H](C)CO)C[C@@H]1C
    27[16.7 µM]	-1	0.3	1	·	-16	15	0

# Three compounds from above, arranged by SMILES length, rising.
# Each structure is followed by: miR122 inh	GSIS activator	F508del corr	PglD inh	FN deposition inh	PGC1a acetyl inh	C2C12 statin	Cneo AK release
> CC1Cn2c(COc3ccccc3)nnc2S1 (stereo unspecified)
    ·	-3	-0.7	-2	-21	·	1	-1
> O=C(c1ccccc1F)N1CCN(c2ccccn2)CC1
    ·	10	-0.3	-3	-8	·	-2	0
> CCOc1ccccc1NS(=O)(=O)c1c(C)[nH]c(C)c1C(=O)N1CCCCC1
    18	4	-2.1	-2	-2	10	4	5

# Bioassay records deposited in PubChem BioAssay by Broad Institute.
